CFTR F508del cor: correctors of CFTR F508del function in bronchial epithelial cells | activity (quench increase), % at 7.58 µM | hit rate 0.36% among 350,000 | CFBE cells, YFP halide quenching; stimulated with forskolin plus potentiator P3; % fluorescence drop versus neutral controls;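 active means mean added fluorescence quench of at least 8% versus neutral control, with both replicates also reaching 8%; inconclusive means only one of the mean or replicate conditions met; inactive means mean below 8% and not both replicates reaching 8%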;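 further: cells transiently co-express mutant CFTR-F508del with the halide-sensitive YFP; corrector assay measuring rescue of mutant channel to the surface after 24 h compound exposure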
RAD52 anneal inh: RAD52 (human) annealing inhibition. P43351. recombinant RAD52 DNA annealing, FRET fluorescence. inhibition, % at 18.7 µM. hit rate 0.46% among 360,000. AID 651710;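 active means every replicate showing at least 50% inhibition; inconclusive means mean inhibition at least 50% but not in every replicate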
ERAP1 HTS inh: ERAP1 (human) enzyme inhibition; Q9NZ08; recombinant ERAP1, Leu-AMC fluorescence, 60 min; inhibition, % at 10.7 µM; hit rate 0.15% among 340,000; AID 652197;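 active means mean replicate inhibition of at least 30%, or all replicates individually reaching that 30% level; inactive means mean below 30% and not every replicate reaching it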;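 further: 0% = neutral control wells and 100% = L-leucinethiol positive control wells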
Target sequence (Q9NZ08 whole entry, looked up): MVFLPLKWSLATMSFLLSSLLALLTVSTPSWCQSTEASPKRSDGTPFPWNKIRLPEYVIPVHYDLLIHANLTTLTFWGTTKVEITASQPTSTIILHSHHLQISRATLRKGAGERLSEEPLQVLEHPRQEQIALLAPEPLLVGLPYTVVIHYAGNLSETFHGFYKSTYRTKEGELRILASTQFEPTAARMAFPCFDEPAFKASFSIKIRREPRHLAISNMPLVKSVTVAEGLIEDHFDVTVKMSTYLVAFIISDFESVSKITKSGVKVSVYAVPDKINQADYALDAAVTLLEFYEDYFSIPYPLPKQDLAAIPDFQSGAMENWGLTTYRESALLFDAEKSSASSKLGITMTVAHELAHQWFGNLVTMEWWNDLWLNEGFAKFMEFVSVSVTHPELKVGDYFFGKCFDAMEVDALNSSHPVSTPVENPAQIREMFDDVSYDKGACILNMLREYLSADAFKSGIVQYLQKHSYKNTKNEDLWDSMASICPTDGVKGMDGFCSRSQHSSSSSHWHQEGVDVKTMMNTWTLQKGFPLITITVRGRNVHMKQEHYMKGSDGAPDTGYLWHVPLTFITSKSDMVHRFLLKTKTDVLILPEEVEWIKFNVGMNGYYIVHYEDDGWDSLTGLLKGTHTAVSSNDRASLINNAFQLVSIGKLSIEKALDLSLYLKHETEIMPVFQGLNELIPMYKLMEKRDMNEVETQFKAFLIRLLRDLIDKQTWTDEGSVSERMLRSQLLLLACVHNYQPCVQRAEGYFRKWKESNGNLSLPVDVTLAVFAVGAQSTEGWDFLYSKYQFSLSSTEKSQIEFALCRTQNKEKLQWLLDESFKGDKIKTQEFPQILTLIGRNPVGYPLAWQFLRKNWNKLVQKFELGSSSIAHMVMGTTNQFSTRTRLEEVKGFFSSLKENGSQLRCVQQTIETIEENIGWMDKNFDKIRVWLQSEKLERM
ARNT-TACC3 inh: disrupts binding between human ARNT and TACC3 | inhibition, % at 9.99 µM | AID 623870 | hit rate 0.66% among 390,000 | AlphaScreen His-ARNT PAS-B/GST-TACC3 binding, luminescence; TACC3 fragment carries E629A point mutation | Q9Y6A5;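 active means mean inhibition of replicates at least 50% and at least half of replicates each reaching 50%; inconclusive means half or more replicates reach 50% but mean below 50%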;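 further: 0% = complete ARNT plus TACC3 wells and 100% = ARNT alone without TACC3; many hits fall short of the cut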
GSIS activator: GLuc luminescence reporter in INS-1E cells, primary screen for activators of glucose-dependent secretion of insulin | INS-1E GLuc reporter insulin secretion, 2-3 h | activation, % at 16.6 µM | hit rate 0.61% among 370,000;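 active means lowest replicate activation of at least 40%, so every replicate reaches that level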;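 further: 0% = median of neutral control wells and 100% = median of IBMX positive control wells; some compounds called inactive have numbers as strong as hits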
esBAF inh: inhibitors of esBAF chromatin remodeling in mouse ES cells; Bmi1-luciferase knock-in reporter, 24 h; 100% = twice the neutral-well signal; reporter increase, % at 12.5 µM; hit rate 2% among 350,000; AID 602393; in the data active means activation above about 40%; inconclusive means no clear call, values can overlap the other calls;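 further: 0% = median of the plate's neutral control wells and 100% = double that signal; a rise in the Bmi1 reporter signal indicates esBAF inhibition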
XiGFP reactiv: reactivates the inactive X chromosome in mouse fibroblasts; activation, % at 7.58 µM; XiGFP mouse fibroblasts, % GFP-positive cells imaging, 3 d; cells co-treated with 5-aza-dC sensitizer; scaled so ellipticine positive control = 100%; AID 743238; hit rate 0.055% among 360,000;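 active means mean normalized replicate activation at least 10% and every replicate at or above 10%; inconclusive means only one of the two criteria met; inactive means mean below 10% and not all replicates reach 10%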;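 further: 0% = median of on-plate neutral control wells and 100% = ellipticine 6 µM median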
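Material: XiGFP fibroblasts, SV40-immortalized; Buffer or medium: DMEM containing 5-aza-dC; Compound dosing: single point; Times: 3 days compound exposure.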
RAD54 inh: inhibitors of human RAD54 branch migration; Q92698; RAD54 Holliday junction branch migration, FAM/BHQ fluorescence; hit rate 0.14% among 360,000; inhibition, % at 10.4 µM;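 active means mean normalized replicate activity at least 40 and at least half of replicates scoring 40 or more; inconclusive means only one of the two criteria met; inactive means mean below 40 and under half of replicates reaching 40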;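 further: 0% = median of neutral control wells and 100% = median of positive control wells; inhibitors cause a drop in the FAM fluorescence signal; in these data hits start at about 50%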
An asterisk follows results filed as active; ? = inconclusive; / = no result given.

SMILES	CFTR F508del cor	RAD52 anneal inh	ERAP1 HTS inh	ARNT-TACC3 inh	GSIS activator	esBAF inh	XiGFP reactiv	RAD54 inh
O=C(Nc1cccnc1)c1cccc(S(=O)(=O)N2CCCCC2)c1	0.1	-4	0	-3	5	/	-0.1	/
COc1ccc(CN2C(=O)C(CC(=O)NC(c3ccccc3)c3ccccc3)CC(C(=O)N(C(C)C)C(C)C)=C2C)cc1 (stereo not given)	3.0	-4	/	/	-25	5	0.4	3
CO[C@H]1CN(C)C(=O)c2cc(NC(C)=O)ccc2OC[C@@H](C)N(CCC(F)(F)F)C[C@@H]1C	-1.4	8	0	27	-8	-3	1.4	6
CC(C)NC(=O)Nc1ccc2c(c1)CC(=O)N([C@@H](C)CO)C[C@@H](C)[C@H](CN(C)S(=O)(=O)c1ccc(Cl)cc1)O2	-2.8	-5	1	-7	-1	1	-0.2	2
C[C@@H]1CN([C@H](C)CO)C(=O)c2cc(NS(C)(=O)=O)ccc2O[C@@H](C)CCCCO[C@@H]1CN(C)C(=O)NC1CCCCC1	1.3	3	2	/	15	/	0.4	/
O=C(c1ccc(CS(=O)c2cccc(Cl)c2)o1)N1CCOCC1 (stereo not given)	0.3	-10	2	-10	/	-6	0.1	-8
CC(C)(C)C(=O)OCc1nc(-c2ccc(F)cc2)cs1	1.0	-6	/	-3	7	?	0.4	-4
CCS(=O)(=O)N1CCCCN2[C@H](CO)[C@@H](c3ccc(-c4ccccc4C)cc3)[C@@H]2C1	-4.0	1	3	-1	23	/	0.2	-5
Cc1cccc(C(=O)N2CCCC(c3nc(-c4ccc(F)cc4)no3)C2)c1 (stereo not given)	1.2	-8	0	-7	-10	9	0.0	-1
Oc1cc2c(cc1C(c1ccc(Br)cc1)N1CCCC1)OCO2 (stereo not given)	-2.2	-28	2	-4	4	1	0.2	/
COc1cc(C(=O)N2CCC(n3cnc4cc(F)ccc43)CC2)cc(OC)c1OC	/	/	/	-2	3	-2	/	-3
CN(C(=O)C1CCC(CNS(=O)(=O)c2cccc3cccnc23)CC1)C1CCCCC1 (stereo not given)	1.2	-3	4	2	-33	-4	0.0	7
CCCc1ncc(CN2CCCCC2C(=O)Nc2ccc(Oc3ccccc3)nc2)cn1 (stereo not given)	0.2	-57	-2	-3	-4	/	0.3	3
O=C(O)CSCC(=O)N1CCN(c2cc(C(F)(F)F)nc3ccccc23)CC1	-1.3	5	4	-5	9	-2	0.0	-3
CCCNC(=O)C1(C)CCCN(Cc2ccccc2Cl)C1 (stereo not given)	-2.1	-9	-2	/	/	-3	0.2	11
N#C[C@H]1[C@@H](c2ccc(C#CC3CCCCC3)cc2)[C@H](CO)N1S(=O)(=O)c1ccccc1	2.8	-46	0	13	12	0	-0.1	9
Cc1cccc(NC(=S)N2CCn3cccc3C2c2cccnc2)c1 (stereo not given)	/	-46	4	4	/	/	-0.1	/
Cc1cc(F)ccc1NC(=O)CCc1ccc(S(=O)(=O)N2CCOCC2)cc1	0.2	-6	1	25	4	-3	0.1	-4
O=C(NCc1ccccn1)[C@@H]1CCCN1C(=O)[C@@H]1CCCN1C(=O)c1c(F)cccc1F	-1.3	-5	/	/	23	/	0.0	/
C/C(=N/NC(=O)c1ccco1)c1ccc(NC(=O)c2ccc(Br)o2)cc1	-1.1	-19	1	-7	6	47*	0.0	4
N#Cc1c(-c2ccccc2F)cc(C2CC2)nc1SCC(=O)c1cccs1	/	/	/	-27	-16	-8	60*	7
O=C(Cc1ccccn1)NCC[C@@H]1CC[C@@H](NC(=O)Nc2ccc(F)cc2)[C@H](CO)O1	-1.5	-18	-2	-4	-6	-7	0.6	-1
O=C(Cc1ccncc1)NCC[C@H]1CC[C@H](NS(=O)(=O)c2ccccc2Cl)[C@@H](CO)O1	2.0	-16	1	-2	-5	-8	0.0	-7
Cn1cc(C(=O)NS(=O)(=O)Nc2ccc(Br)cc2)c2ccccc21	0.0	-9	-1	0	0	11	0.1	-7
COc1cnc(-c2ccccc2)[nH]c1=O	-0.5	-14	8	/	10	-4	0.3	-8
CC(NC(=O)/C(C#N)=C/c1ccc(OCC(=O)O)cc1)c1ccccc1 (stereo not given)	0.5	-7	35*	1	4	-10	0.1	3
COC(=O)c1cnc(NC(=O)C2(C)CCCN(C(C)=O)C2)s1 (stereo not given)	-2.3	-10	-2	/	-7	7	0.0	5
C=CCNc1nc(N)c(C(=C(C#N)C#N)c2ccc(Br)cc2)s1	/	/	/	0	-18	1	0.0	7
Cc1nc(CC(=O)Nc2nccs2)cs1	-2.0	-4	1	-2	-5	-1	0.0	-2
CC(NCc1ccccc1)c1ccccc1O (stereo not given)	1.1	-11	-3	5	5	/	0.0	/
COc1ccc(CC(=O)OC(C)CN2CCCCC2)cc1 (stereo not given)	-0.1	-9	-1	-3	2	/	0.2	/
COc1ccc(C2NC(=O)CS2)cc1 (stereo not given)	/	/	/	-26	-9	2	/	3
COc1ccc(NS(=O)(=O)c2cc(N=Nc3c(O)[nH]c(=O)[nH]c3=O)ccc2Cl)cc1	-0.2	-11	3	-1	-17	-2	-0.1	16
CCOC(=O)CCCCCC(=O)Nc1ccc2c(c1)C(=O)N([C@H](C)CO)C[C@@H](C)[C@H](CN(C)Cc1ccc3c(c1)OCO3)O2	-2.3	-15	-2	-1	-15	-3	0.1	13
COc1ccccc1CNS(=O)(=O)c1cccs1	-5.7	10	0	0	10	-3	0.0	-10
O=C(NCC[C@H]1CC[C@H](NC(=O)C2CC2)[C@@H](CO)O1)c1cc(Cl)cc(Cl)c1	0.5	-6	-1	-15	22	1	-0.1	2
CCCN(C)C[C@@H]1OCCCC[C@@H](C)Oc2ccc(NC(=O)Nc3ccc(F)cc3)cc2C(=O)N([C@H](C)CO)C[C@H]1C	2.3	-9	1	/	-12	-18	0.0	-3
COc1ccc(NC(=O)Nc2nnc(-c3cccs3)s2)cc1	-1.1	-9	/	13	-12	/	1.4	/
COc1cc(/C=C/c2nc3ccccc3c(=O)[nH]2)ccc1O	-0.2	-9	-3	/	-16	11	0.4	2
COC(=O)C[C@H]1CC[C@@H]2[C@@H](COc3ccc(NC(=O)c4cccc(Cl)c4)cc3C(=O)N2C)O1	/	9	4	-5	-10	-4	0.3	-1

A different layout for part of the listing above:
O=C(c1ccc(CS(=O)c2cccc(Cl)c2)o1)N1CCOCC1 (stereo not given)
  CFTR F508del cor: 0.3; RAD52 anneal inh: -10; ERAP1 HTS inh: 2; ARNT-TACC3 inh: -10; GSIS activator: /; esBAF inh: -6; XiGFP reactiv: 0.1; RAD54 inh: -8
CC(C)(C)C(=O)OCc1nc(-c2ccc(F)cc2)cs1
  CFTR F508del cor: 1.0; RAD52 anneal inh: -6; ERAP1 HTS inh: /; ARNT-TACC3 inh: -3; GSIS activator: 7; esBAF inh: ?; XiGFP reactiv: 0.4; RAD54 inh: -4
CCS(=O)(=O)N1CCCCN2[C@H](CO)[C@@H](c3ccc(-c4ccccc4C)cc3)[C@@H]2C1
  CFTR F508del cor: -4.0; RAD52 anneal inh: 1; ERAP1 HTS inh: 3; ARNT-TACC3 inh: -1; GSIS activator: 23; esBAF inh: /; XiGFP reactiv: 0.2; RAD54 inh: -5
Cc1cccc(C(=O)N2CCCC(c3nc(-c4ccc(F)cc4)no3)C2)c1 (stereo not given)
  CFTR F508del cor: 1.2; RAD52 anneal inh: -8; ERAP1 HTS inh: 0; ARNT-TACC3 inh: -7; GSIS activator: -10; esBAF inh: 9; XiGFP reactiv: 0.0; RAD54 inh: -1

Shown as a hit in ERAP1 HTS inh, of those listed so far:
| canonical_smiles | CFTR F508del cor | RAD52 anneal inh | ERAP1 HTS inh | ARNT-TACC3 inh | GSIS activator | esBAF inh |
| --- | --- | --- | --- | --- | --- | --- |
| CC(NC(=O)/C(C#N)=C/c1ccc(OCC(=O)O)cc1)c1ccccc1 (stereo not given) | 0.5 | -7 | 35* | 1 | 4 | -10 |

(cont.)
SMILES	CFTR F508del cor	RAD52 anneal inh	ERAP1 HTS inh	ARNT-TACC3 inh	GSIS activator	esBAF inh	XiGFP reactiv	RAD54 inh
Cc1ccccc1CN(C)C[C@H]1OCc2cnnn2CCCC(=O)N([C@H](C)CO)C[C@@H]1C	2.1	18	-3	-4	14	-3	0.1	2
C[C@H]1CN([C@@H](C)CO)C(=O)c2cc(C#CCN(C)C)cnc2O[C@@H]1CN(C)S(=O)(=O)c1cn(C)cn1	-0.5	8	-1	-22	36	-7	-0.2	8
Cc1ccc(C(=O)NCc2nnc(SCC(=O)Nc3ccccc3)n2C)cc1	/	/	/	-8	7	4	0.3	-15
CN(c1ccccc1)S(=O)(=O)c1cccc(NC(=O)Cc2c(F)cccc2Cl)c1	/	/	/	-2	-25	/	-0.1	-2
C[C@@H](NC(=O)c1cc2c([nH]c3ccccc32)c(-c2ccccc2)n1)C(=O)O	-1.9	-5	2	5	0	-2	-0.1	-9
COc1ccc(COc2cc(-c3cccc(OC)c3)nc3ccc(NC(=O)c4cccnc4)cc23)cc1	3.6	-132	-2	9	-3	3	0.0	-3
c1ccn2cc(C34CC5CC(CC(C5)C3)C4)nc2c1	-1.2	1	-3	2	13	/	0.1	/
Cc1csc(C(=O)NN)c1N(C)C	-2.3	-5	1	0	-5	/	0.2	/
CC(C(=O)Nc1ccc(S(=O)(=O)N2CCCC2)cc1)N1CCCC(C(N)=O)C1 (stereo not given)	-0.8	-8	-1	0	9	/	0.1	14
CC(c1nccs1)N(C)c1nc2nonc2nc1NC1CC1 (stereo not given)	1.5	-24	/	-2	1	-5	0.8	-2
O=C(NCCNC(=O)c1ccccc1F)c1ccco1	0.3	-1	-4	-6	22	-4	0.2	/
CC(Sc1nnc(-c2ccco2)o1)C(=O)NCCC1=CCCCC1 (stereo not given)	-1.2	-9	6	-1	-1	/	0.6	/
c1coc(CNc2ncnc3ccccc23)c1	/	-2	3	/	-33	/	/	-3
COc1ccc(S(=O)(=O)N2CCCCN3[C@H](C2)[C@H](c2ccc(C#CC(C)C)cc2)[C@@H]3CO)cc1	1.5	16	0	7	-14	0	0.2	-8
CC(C)n1c(CNC(=O)c2ccccc2F)nnc1SCC(=O)NC1CCCCC1	1.6	-9	-4	3	10	-11	0.0	-1
COc1cccc(/C=N/NC(=O)C(=O)N/N=C/c2cccc(OC)c2O)c1O	10*	-14	-5	40	-2	/	0.0	/
Cc1cc(C)n(CCC(=O)N2CCN(S(=O)(=O)c3ccc(C)c(C)c3)CC2)n1	0.2	-8	2	-11	12	-6	-0.1	5
O=C(Nc1ccc(CN2CCS(=O)(=O)CC2)cc1)c1ccc(C(F)(F)F)cc1	-2.2	-16	-2	-5	/	/	0.2	-2
Cc1noc(C)c1NC(=O)N(C)C[C@H]1Oc2ncc(C#CCC(C)C)cc2C(=O)N([C@@H](C)CO)C[C@H]1C	-0.7	5	0	2	18	5	-1.3	6
CSc1nsc(NC(=O)Cc2ccccc2)n1	0.8	-9	3	-5	-10	35	/	8
Cc1cccc(-c2ccc([C@@H]3[C@@H](CO)N4CCCCN(C(=O)c5ccc6c(c5)OCO6)C[C@@H]34)cc2)c1	-3.0	-28	-4	-3	9	8	0.0	9

Screens from PubChem.
